Screening results from PubChem.
GLP1R inv ag = GLP-1 receptor (human) inverse agonism. P43220. 1.6% of 410,000 active. HEK293 GLP-1R CRE-luciferase, luminescence, 24 h; GLP-1R form is constitutively active. Potency, µM (titrated, usually from 38.3 µM), inactives show at the highest dose activity change, negative = inhibition, most hits filed as inhibitors; also: potency is read from the fitted curve at half-maximal effect; % is scaled to controls: 0 for no effect and ±100 for the full control effect; nearly all actives have a fitted effect of over 55% in size
Target sequence (P43220 whole entry, looked up): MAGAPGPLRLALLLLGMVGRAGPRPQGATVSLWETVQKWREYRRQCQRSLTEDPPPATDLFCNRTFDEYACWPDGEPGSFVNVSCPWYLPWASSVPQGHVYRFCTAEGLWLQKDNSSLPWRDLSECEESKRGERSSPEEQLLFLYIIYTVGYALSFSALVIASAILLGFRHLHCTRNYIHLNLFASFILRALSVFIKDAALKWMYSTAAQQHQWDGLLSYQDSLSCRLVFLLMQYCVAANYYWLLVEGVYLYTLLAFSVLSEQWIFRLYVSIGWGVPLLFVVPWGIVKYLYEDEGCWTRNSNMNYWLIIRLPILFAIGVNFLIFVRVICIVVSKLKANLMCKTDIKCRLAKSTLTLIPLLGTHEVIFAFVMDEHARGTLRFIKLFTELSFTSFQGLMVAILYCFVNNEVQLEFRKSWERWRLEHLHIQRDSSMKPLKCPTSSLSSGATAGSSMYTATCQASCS
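Assay principle: reduced luminescence from a cAMP-responsive reporter in HEK293 cells co-expressing a constitutively active GLP-1R. Conditions: 24 hr compound incubation, 37 deg C, 5% CO2.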
PTHR1 agonist = agonists of human PTHR1 parathyroid hormone receptor; Q03431; 0.075% of 410,000 active; Potency, µM (top dose mostly 115 µM), for inactives: top-dose activation, actives largely listed as activators; HEK293 GP2 PTHR1 cells, GloSensor cAMP luminescence, 1 h; AID 743266; also: potency is read from the fitted curve at half-maximal effect; nearly all actives have a fitted effect of over 55% in size; some results filed as inactive show a strong effect at the top dose; inactives centre near -15; many of its hits are not listed in these tables
Target sequence (Q03431 whole entry, looked up): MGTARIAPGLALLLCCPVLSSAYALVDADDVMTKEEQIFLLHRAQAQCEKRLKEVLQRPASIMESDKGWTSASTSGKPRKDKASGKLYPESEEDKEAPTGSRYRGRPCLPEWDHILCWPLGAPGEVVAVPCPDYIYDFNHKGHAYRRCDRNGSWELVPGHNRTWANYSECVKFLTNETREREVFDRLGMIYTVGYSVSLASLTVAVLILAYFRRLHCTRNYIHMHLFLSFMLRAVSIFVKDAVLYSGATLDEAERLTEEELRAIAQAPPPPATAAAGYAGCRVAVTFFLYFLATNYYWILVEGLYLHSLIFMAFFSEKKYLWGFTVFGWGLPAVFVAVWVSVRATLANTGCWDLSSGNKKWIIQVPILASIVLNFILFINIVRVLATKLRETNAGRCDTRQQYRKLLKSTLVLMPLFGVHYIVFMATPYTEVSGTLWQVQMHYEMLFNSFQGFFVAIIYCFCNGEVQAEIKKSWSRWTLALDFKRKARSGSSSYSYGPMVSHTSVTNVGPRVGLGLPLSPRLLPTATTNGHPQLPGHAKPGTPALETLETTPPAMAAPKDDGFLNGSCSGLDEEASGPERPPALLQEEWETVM
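HEK-293-derived GP2 cells expressing PTHR1 and a GloSensor cAMP reporter, 3,000/well, plated overnight, given luciferin plus IBMX (each 0.5 mM as added) for 1 h at 37 °C, then compound for 1 h at 37 °C. Luminescence was read after 15 min at room temperature.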
GLP-1R agonist = GLP-1 receptor (human) agonism; P43220; HEK293 GLP-1R CRE-luciferase, luminescence, 4-6 h; cells express a hypersensitive GLP-1R form; Potency, µM (series often up to 45.6 µM), for inactives: at the highest dose activation, usual class: activators; 0.007% of 380,000 active; AID 624172; also: potency is read from the fitted curve at half-maximal effect; % of control where 0% means no effect
TDP-43 yeast inh = TDP-43 toxicity inhibition in yeast | TDP-43 expressing yeast growth rescue, BacTiter-Glo, 24 h | Potency, µM (titrated, usually from 46.1 µM), for the others: top-dose growth rescue (activation), most hits filed as activators | 1.8% of 410,000 active | AID 652104; also: potency is read from the fitted curve at half-maximal effect; % of control where 0% means no effect; nearly all actives have a fitted effect of over 50% in size
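Cell-based yeast growth screen: TDP-43 expression induced in galactose, inoculum OD600=0.02 after raffinose pregrowth to mid-log. Read-out BacTiter-Glo luminescence at 24 hr, 30 deg C; inhibition of toxicity seen as signal increase.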
Akt phos inh = inhibitors of Akt phosphorylation; Neuro2A IGF-stimulated pAkt S473 HTRF, 20 min; active compounds read low; activity change, % for hits at 50 µM; 0.32% of 360,000 active; AID 651550; in the data active = activity change below about -80%; inconclusive = mostly about -51% to -80%; also: % is scaled to controls: 0 for no effect and ±100 for the full control effect
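Neuro2A cells (4,500/well, DMEM with 0.5% FBS) were treated with compound at a single 50 µM final concentration, stimulated with 6 nM IGF for 20 min at 37 °C, and lysed. Phospho-Akt Ser473 was read by HTRF as 665/615 ratio ×10^4.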
Abeta rescue = compounds reversing amyloid beta toxicity in yeast | yeast expressing A-beta42, growth rescue, OD600, 48 h; response scale: 0% DMSO, 100% iron-clioquinol control | Potency, µM (titrated, usually from 46.1 µM), without a hit: at the highest dose growth rescue, most hits filed as activators | 0.063% of 410,000 active | AID 1347071; also: potency is read from the fitted curve at half-maximal effect; nearly all actives have a fitted effect of over 55% in size
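Yeast growth medium received pinned compounds, then yeast cells expressing toxic A-beta were added; plates incubated at 30 C for 48 hr. Growth read as absorbance at 600 nm, normalized to DMSO and equimolar FeCl3 plus clioquinol controls.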
aSyn rescue = inhibitors of alpha-synuclein toxicity in yeast. 0.14% of 370,000 active. Yeast expressing alpha-synuclein, growth rescue, BacTiter-Glo, 24 h. Potency, µM (top dose mostly 46.1 µM), inactives show at the highest dose growth rescue (activation), actives largely listed as activators. AID 652106; also: potency is read from the fitted curve at half-maximal effect; % of control where 0% means no effect; nearly all actives have a fitted effect of over 65% in size
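Readout is rescue of growth in alpha-synuclein-expressing yeast, so inhibitors of toxicity appear as activators. Growth after 24 hr at 30 deg C in galactose medium is quantified by luminescence.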
FUS suppressor = rescues growth of FUS-expressing yeast | S. cerevisiae FUS-expressing, growth rescue, OD600, 24 h | 0.24% of 390,000 active | AID 1347120 | Potency, µM (doses to about 76.6 µM), without a hit: at the highest dose growth rescue (activation), usual class: activators;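 also: potency is read from the fitted curve at half-maximal effect; plate controls were DMSO vehicle for no effect and reference control for full effect; nearly all actives have a fitted effect of over 55% in size; some results filed as inactive show a strong effect at the top dose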
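Yeast expressing FUS under galactose induction, OD 0.005 in 2% galactose medium; compounds in a dilution series, 24 h at 30C. Growth rescue by absorbance at 600 nm; CP55940 positive control, DMSO negative.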
D3 antag = blocks the human D3 dopamine receptor; P35462; D3R cells, DiscoveRx beta-arrestin luminescence, antagonist mode; active compounds read low; max response, negative = inhibition, %; 2.5% of 360,000 active; AID 652054; in the data active = max response below about -50%; inconclusive = no clear call, values can overlap the other calls; also: % is scaled to controls: 0 for no effect and ±100 for the full control effect; mostly tested at two doses, the higher about 12 µM
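Cells expressing the human receptor were seeded at 1500 cells/well, incubated overnight at 37 degrees C in 5% CO2, then exposed to library compounds with dopamine controls for 90 minutes at 37 degrees C before luminescent detection.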
Numbers without * were called inactive; i = inactive; ? = inconclusive; nt = not tested or not shown; & = joins results of further samples; [ ] = dose if it differs, or a comment. Unless noted, calls follow the shape of the dose curve; as a rule, active = well fitted curve in the direction sought with a large enough effect; inconclusive = small, poorly fitted or top-dose-only effect, or another doubt; inactive = no such curve, though single readings can be large; an effect the other way counts as inactive or inconclusive. An excerpt; the hit share may differ from the screen's.

SMILES | GLP1R inv ag | PTHR1 agonist | GLP-1R agonist | TDP-43 yeast inh | Akt phos inh | Abeta rescue | aSyn rescue | FUS suppressor | D3 antag
O=C(CCCNS(=O)(=O)c1cccs1)N1CCN(c2ccc(F)cc2)CC1 | -2.3% | -39.1%[inhibitor] | -8.9% | -4.7% | i | 4.2% | 10.2% | 16.5% | 12.2
COc1ccc(C)cc1N(C(=O)c1ccc(C#N)cc1)C1=NC(C)(C)CS1 | -26.3% | i | -1.8% | ? | i | -12.3% | -0.3% | 7.1% | -20.0
O=C(OCc1ccccc1)N1CCC2CC1c1cc(N3CCN(S(=O)(=O)c4cc(Cl)cc(Cl)c4)CC3)ccc12 (stereo not given) | -0.3% | -22.5% | -0.6% | 0.0% | i | 8.9% | 1.6% | -32.9% | -1.8
Cc1ccc(C(=O)OCC(=O)NCC2COc3ccccc3O2)cc1 (stereo not given) | 6.2% | -21.0% | 3.2% | ? | i | ? | 2.1% | -4.5% | 1.8
Cn1cnnc1SCC(=O)c1ccc(O)c(O)c1 | 4.6% | i | 5.1% | -1.8% | i | -4.9% | -0.2% | -2.7% | 35.3
CCS(=O)(=O)n1nc(-c2ccc(OC)cc2)nc1SC | 25.7% | i | 2.0% | 17.2% | i | -5.5% | 2.6% | 11.5% | 0.7
FC(F)(F)c1cc(Oc2ccccc2)ncc1-c1nnc(-c2ccccc2Cl)o1 | ? | -13.6% | 5.7% | 13.2% | i | 1.9% | 6.6% | 23.6% | 53.0
CC(=O)Nc1ccc(S(=O)(=O)NNC(=O)c2cccc(Br)c2)cc1 | -5.2% | i | 8.2% | -19.0% | i | 13.1% | -1.2% | 5.7% | -4.7
O=C(c1cc([N+](=O)[O-])ccc1Cl)N1CCN(c2ccccc2)CC1 | -1.9% | -2.9% | 3.5% | 7.94µM* | i | 16.7% | 4.9% | 11.1% | 9.9
NNC(=O)c1ccc(CN2CCCCC2)o1 | 0.0% | i | -6.6% | 17.6% | i | 4.6% | -6.0% | nt | 17.4

3 neighbouring compounds from above, quoted:
SMILES | GLP1R inv ag | PTHR1 agonist | GLP-1R agonist | TDP-43 yeast inh | Akt phos inh | Abeta rescue | aSyn rescue | FUS suppressor | D3 antag
CC(=O)Nc1ccc(S(=O)(=O)NNC(=O)c2cccc(Br)c2)cc1 | -5.2% | i | 8.2% | -19.0% | i | 13.1% | -1.2% | 5.7% | -4.7
O=C(c1cc([N+](=O)[O-])ccc1Cl)N1CCN(c2ccccc2)CC1 | -1.9% | -2.9% | 3.5% | 7.94µM* | i | 16.7% | 4.9% | 11.1% | 9.9
NNC(=O)c1ccc(CN2CCCCC2)o1 | 0.0% | i | -6.6% | 17.6% | i | 4.6% | -6.0% | nt | 17.4

Remaining list, next part.
SMILES | GLP1R inv ag | PTHR1 agonist | GLP-1R agonist | TDP-43 yeast inh | Akt phos inh | Abeta rescue | aSyn rescue | FUS suppressor | D3 antag
CCCN(Cc1ccc(N(CC)CC)cc1)CC1CC1 | -20.2% | -2.7% | -1.6% | -20.5% | i | -6.6% | 1.6% | 5.1% | -22.0
CN(CC(=O)NCCc1ccc(S(N)(=O)=O)cc1)CC(=O)Nc1ccc(Cl)c(C(F)(F)F)c1 | ? | -88.2%[inhibitor] | -20.7% | -9.6% | i | 4.8% | -1.3% | nt | -22.2
CC(=O)Nc1ccc(N/C=C/C(=O)c2ccc(C)o2)cc1 | 57.5%[activator] | -6.2%[57.5 µM] | 10.2% | -11.2% | i | 8.7% | ? | 25.3% | 12.7
COc1ccc(NC(=S)Nc2cccnc2)c(OC)c1 | 33.3%[activator] | -0.2% | 8.9% | 8.7% | i | 10.6% | -1.4% | -17.6% | -0.9
COc1ccc(CCNC(=O)c2cnc3sc(N4CCOCC4)nn3c2=O)cc1 | -1.5% | i | nt | 9.9% | nt | 18.5% | nt | -14.5% | nt
Oc1ccc(COCc2ccccc2)c2cccnc12 | 10µM* | -1.8% | 0.3% | 14.2% | i | ? | ? | -26.1% | ?
CCOc1cc(C2NN=C(c3ccc(C)cc3)S2)ccc1O (stereo not given) | 0.0% | -5.7% | 2.9% | ? | i | -2.3% | 13.2% | nt | 58.5
O=C(NC1CCCCC1)c1ccc(-n2cnnn2)cc1 | 36.5% | -9.1% | 6.9% | 0.4% | i | 8.2% | -0.4% | 0.6% | 0.7
COC(=O)c1ccccc1NC(=O)CSc1ccccc1 | ? | i | 0.0% | ? | i | 13.2% | 16.5% | 4.1% | -14.6
Cc1nn2c(NCc3ccccn3)c3c(nc2c1-c1ccccc1)CCC3 | ? | i | 13.3% | ? | i | -86.2%[inhibitor] | -21.5% | 3.0% | ?
Cc1ccc(C(=O)N/C(=C/c2ccc(-c3ccc(Br)cc3)o2)C(=O)NC2CCS(=O)(=O)C2)cc1 (stereo not given) | 0.0% | i | 13.2% | 12.1% | i | -1.7% | -1.2% | nt | -13.9
S=C1NCCC12C(=S)Nc1ccccc12 (stereo not given) | 15.9% | i | 8.7% | 0.0% | i | 48.4% | 1.9% | 2.5% | -8.6
O=C(Nc1cccnc1)c1cc(S(=O)(=O)N2CCOCC2)ccc1Br | 14.4% | i | -18.5% | 6.2% | i | 7.3% | 17.6% | 14.5% | 1.5
Cn1c(=O)c2c(SCC(=O)N3CCCC3)nc(CC(C)(C)C)nc2n(C)c1=O | 6.5% | -11.4% | 0.9% | 1.0% | i | -7.5% | -0.4% | 12.1% | -7.8
O=C(NC(=S)N1CCCC(C(F)(F)F)C1)c1ccc(F)cc1 (stereo not given) | -4.7% | -12.7% | 7.8% | -13.2% | i | 25.9% | 0.4% | 14.8% | -26.0
CC1CCCCN1CCCNC(=O)c1sc2ncccc2c1-n1cccc1 (stereo not given) | -12.8% | -2.6% | nt | 2.6% | nt | -10.5% | nt | -4.3% | nt
COc1ccc(Cl)cc1S(=O)(=O)N(C)CC(=O)N1CCOCC1 | 5.8% | -8.3% | 11.0% | -28.4% | i | -13.3% | -8.9% | 17.3% | -2.5
COCCNC(=O)CN1C(=O)CCn2nc(-c3cn(C)c4ccccc34)cc21 | 1.6% | i | nt | -1.7% | nt | -15.7% | nt | -7.2% | nt
Cc1ccc2nsnc2c1S(=O)(=O)Nc1cccc2nsnc12 | -8.6% | -6.0%[57.5 µM] | -8.1% | 13.1% | i | -0.8% | -1.0% | 6.9% | 13.5
CCn1cc(S(=O)(=O)CC(=O)N2CCc3ccccc32)c2ccccc21 | -13.6% | i | -5.7% | 9.7% | i | 0.0% | -0.1% | 10.4% | 11.6
COc1ccc(CNC(=O)C2CCCN(S(=O)(=O)c3c(C)nn(C)c3C)C2)cc1 (stereo not given) | 8.3% | i | -0.8% | 10.6% | i | 1.0% | 5.9% | -15.3% | 36.8
CC1CCCC(C)N1C(=O)C1CCCCC1 (stereo not given) | 14.4% | -24.1% | -17.1% | 21.9% | i | 2.3% | 8.2% | nt | 1.9
COc1ccc(OCC(O)CNC(=O)c2ccccc2C(=O)O)cc1 (stereo not given) | -4.3% | i | -4.0% | -8.5% | i | -14.6% | -2.4% | 24.9% | -16.8
Cc1ccc(S(=O)(=O)N[C@H](C(=O)N2CCC(C(=O)N[C@@H](CC(=O)O)C(=O)O)CC2)C(C)C)cc1 | 0.2% | -18.1% | -0.1% | 12.4% | i | -11.2% | 1.4% | -22.5% | 17.1
CCc1nnc(SCC(=O)Nc2ccc3c(c2)OCO3)n1CC | 3.2% | i | -25.8% | -13.3% | i | -1.3% | -1.9% | 10.6% | -5.0
c1ccc(C2=Nn3c(nnc3-c3ccccn3)SC2)cc1 | 4.1% | i | 1.5% | 11.0% | i | 11.3% | -0.9% | 9.6% | -27.6
CC(C)c1ccc(NC(=O)CSc2nc3ccccc3nc2N2CCCC2)cc1 | ? | -1.3% | -4.2% | ? | i | 1.8% | -0.1% | -3.4% | 28.5
CC(NC(=O)c1cc(-c2ccccc2)on1)c1ccccc1 (stereo not given) | -3.0% | i | 1.3% | -13.4% | i | -8.9% | -8.7% | 5.3% | -22.8
Clc1ccc(Cn2ccc3ccccc32)cn1 | ? | -5.8% | 21.0% | 18.2% | i | 21.6% | 9.1%&8.4% | -11.5% | 1.8
Cc1cc(Br)cc(C)c1NC(=O)c1ccc(C#N)cc1F | -2.7% | -3.5% | -0.5% | nt | i | 16.1% | -3.5% | 7.0% | -23.7
Nc1nc(-c2ccc(Cl)cc2Cl)cn1N | 7.4% | -51.9%[57.5 µM] | 1.7% | 4.6% | i | 23.5% | 1.7% | 7.1% | -21.3
COc1ccc2nc(SCC(=O)Nc3ccccc3)[nH]c2c1 | -22.4% | -3.9% | 10.3% | 0.0% | i | -2.1% | 3.8% | 9.0% | 11.7
COc1ccc(N2CCOCC2)c(NC(=O)c2cccc3ccccc23)c1 | 1.3% | -25.3% | ? | ? | i | ? | 18.8% | 24.1% | 29.0
Cc1ccc(Cl)c(OCC(=O)NN2CCN(C)CC2)c1 | ? | 52.0% | -1.9% | 1.9% | i | -3.6% | -9.3% | 28.7% | 8.7
CCc1ccc(S(=O)(=O)c2cn(C)c3cc(N4CCCC4)c(F)cc3c2=O)cc1 | 10.4% | i | nt | 20.9% | nt | 4.6% | nt | -35.0% | nt
CC(=O)Nc1ccc(/C=N/N2C(=O)NC(C)(c3ccc(OC(F)F)cc3)C2=O)cc1 (stereo not given) | 13.8% | i | 12.8% | 14.5% | i | 12.2% | -1.4% | -9.2% | -0.5
COc1ccc(-c2ccc3ccccc3n2)cc1 | -28.8% | -24.8% | 8.2% | 21.2% | i | -17.4% | -18.4% | -5.9% | 2.5
